# Bioassay records deposited in PubChem by several laboratories.
# Shn3 3UTR inh = Schnurri-3 reporter inhibition in Clone20 osteoblasts. 0.52% of 360,000 active. Clone20 osteoblast Shn3 3'UTR firefly luciferase, 24 h. inhibition, % at 12.5 µM;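 active means mean inhibition of at least 75% with every replicate also reaching 75%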;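 further: 0% = median of neutral control wells and 100% = pilot-screen positive control compound; some compounds past the cut are filed as inactive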
# Peg3 promoter = Peg3 promoter activity inhibition | HeLa PEG-Prom luciferase reporter, luminescence, overnight | inhibition, % at 20 µM | 1.7% of 360,000 active;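 active means inhibition of at least 50% at 20 µM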
# TWEAK-Fn14 inh = TWEAK-Fn14 signaling inhibition | TWEAK-stimulated Fn14 reporter cells, luciferase luminescence, 8 h | inhibition, % at 10 µM | 2% of 360,000 active; in the data active means inhibition above about 50%
# hiPSC survival = increases survival of single human iPS cells | 0.044% of 360,000 active | survival enhancement, % at 20 µM | hiPSC single-cell survival, ATPlite luminescence; 100% = ROCK inhibitor wells, 0% = DMSO; in the data active means survival enhancement above about 18%;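 further: cells exposed to compounds for 16 hours before the ATP read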
# NR2E3 ag-1 = activates human photoreceptor nuclear receptor NR2E3; Q9Y5X4; GST-NR2E3/biotin-RetCOR TR-FRET, 1536-well; inhibition of corepressor binding, % at 4.78 µM; 0.12% of 320,000 active; AID 2300;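 active means percent inhibition above the cutoff of mean plus 3 SD of all tested compounds, set per screening campaign, cut at about 20% in these data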;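 further: 0% = DMSO wells and 100% = biotin wells as full block of FRET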
# Target sequence (Q9Y5X4 whole entry, looked up): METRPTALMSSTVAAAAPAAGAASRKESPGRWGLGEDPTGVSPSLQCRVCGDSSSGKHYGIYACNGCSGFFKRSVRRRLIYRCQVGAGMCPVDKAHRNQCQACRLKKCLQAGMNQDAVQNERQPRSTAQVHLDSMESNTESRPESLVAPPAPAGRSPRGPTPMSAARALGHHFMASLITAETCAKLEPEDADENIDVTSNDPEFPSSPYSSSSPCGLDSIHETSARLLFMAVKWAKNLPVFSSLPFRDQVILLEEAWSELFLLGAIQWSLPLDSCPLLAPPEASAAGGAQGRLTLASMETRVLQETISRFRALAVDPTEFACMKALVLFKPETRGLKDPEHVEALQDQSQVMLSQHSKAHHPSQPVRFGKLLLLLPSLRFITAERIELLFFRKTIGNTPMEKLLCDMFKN
#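 Material: NR2E3–RetCOR corepressor complex | Quantity: 1.35 nM GST-tagged NR2E3 final | Schedule: 5 h at 4 °C | Replication: Singlicate compound wells | Reagent: RetCOR corepressor, biotinylated, 7 nM | Controls: Biotin wells as high control, 0.6% DMSO wells as low control | Signal: TR-FRET, Eu(K)-anti-GST donor, streptavidin-D2 acceptor, ex 340, em 617/671 nm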
# aDG glyco act = alpha-DG glycosylation activation. activation, % at 10 µM. 0.22% of 360,000 active. Pro5-aDG cells, alpha-DG glycosylation AlphaScreen (IIH6); 0% Pro5, 100% B10-LARGE cell signal;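 active means activation of at least 8% versus controls, or a plate z-score of at least 8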;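 further: Pro5 are CHO cells carrying HIG-tagged alpha-DG that lacks glycosylation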
# NR2E3 ag-2 = human photoreceptor-specific nuclear receptor agonism; inhibition of corepressor binding, % at 3.98 µM; Q9Y5X4; AID 602229; 0.35% of 360,000 active; CHO-S Gal4-NCOR/VP16-NR2E3 two-hybrid, luciferase;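 active means inhibition above the mean of all tested compounds plus 3 SD, cut at about 70% in these data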;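 further: 0% = DMSO with NR2E3 transfected cells and 100% = cells lacking NR2E3 construct; higher means lower luciferase signal from less NR2E3 corepressor binding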
# TRPM1 prom inh = reduces MITF-dependent TRPM1 promoter luciferase signal; 0.83% of 330,000 active; SK-MEL-5 TRPM1 promoter luciferase, 24 h; AID 488899; inhibition, % at 12.5 µM;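 active means mean inhibition across replicates of 60% or more, whatever share of single replicates reaches that level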; further: values of inactives mirror those of a sister screen read the other way
# CF NFkB inh = cystic fibrosis NF-kB activation inhibition; KKLEB NF-kB-GFP reporter, PAF-induced, GFP fluorescence overnight; inhibition, % at 5 µM; 0.86% of 360,000 active; AID 588850;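 active means at least 50% inhibition at 5 µM, scaled per plate between neutral and stimulator controls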;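 further: PAF is a Pseudomonas aeruginosa culture filtrate used as stimulus; plate controls were PAF-stimulated DMSO wells for no effect and unstimulated DMSO wells for full effect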
# KKLEB tox = CF airway cell cytotoxicity counter-screen | activity change (cytotoxicity), % at 5 µM | KKLEB CF airway cells viability, ATPlite luminescence, overnight; hits give low values; cells stimulated with P. aeruginosa culture filtrate | 0.36% of 360,000 active;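 active means corrected activity change at or below -50% at 5 µM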
# HIF-2a inh = HIF-2a inhibition; 0.72% of 360,000 active; inhibition, % at 18.8 µM; AID 624352; 786-0 RCC cells HIF-2a reporter, luciferase luminescence, overnight;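 active means inhibition of the luminescence signal of 40% or more relative to plate controls, in a single-dose primary screen at 18.75 µM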
# Starred values were filed as active, the others as inactive; . = not tested or not shown.
SMILES,Shn3 3UTR inh,Peg3 promoter,TWEAK-Fn14 inh,hiPSC survival,NR2E3 ag-1,aDG glyco act,NR2E3 ag-2,TRPM1 prom inh,CF NFkB inh,KKLEB tox,HIF-2a inh
O=C(c1ccc(Br)cc1)c1cn[nH]c1-c1ccccc1O,-5,-32,-1,-0.1,1,0.2,-51,-10,14,-3,-5
CCC(Sc1nncn1C)C(=O)Nc1cc(C)on1 (centres undefined),-10,-2,-6,-0.5,1,-0.6,18,5,5,0,11
O=C(CN1CCCCCC1)Nc1ccccc1OC(F)F,-60,11,29,-0.6,3,0.6,0,15,-14,7,5
Cc1cc2cc(C)c3nnc(SCC(=O)N4CCN(C(=O)c5ccco5)CC4)n3c2cc1C,-4,23,-9,1.3,1,0.0,-4,-1,-5,9,-3
Cc1ccc(N=C2CCCCCN2C)c(C#N)c1,-15,-1,13,-0.6,1,-0.2,-6,-7,-1,-6,-6
C=C(C)CSc1nc2ncc(Cl)cc2[nH]1,-9,-69,-11,0.1,2,-0.1,-22,-29,4,4,-66
O=C1C=C(c2ccc3ncccc3c2)C[C@@H](c2ccc(F)cc2)C1,-10,-7,1,-3.2,1,1.0,-13,-10,18,-17,-14
COCCN(C(=O)COC(=O)CCc1nc2ccccc2s1)c1c(N)n(Cc2ccccc2)c(=O)[nH]c1=O,-2,0,3,0.1,-3,0.0,4,8,-30,7,11
C/C(=N\NC(=O)c1ccc(NS(=O)(=O)c2cccs2)cc1)c1ccc(Cl)cc1,14,6,-7,-0.3,4,-0.2,-5,-12,7,-3,8
CCc1nnc(NC(=O)c2cccc(S(=O)(=O)N3CCN(C(C)=O)CC3)c2)s1,5,4,1,0.0,0,0.0,-23,-8,7,6,12
CN(c1cc2c(c3c1ccn3C)C1CCC2C1)C1CCCCC1 (centres undefined),15,12,1,-4.1,.,-0.3,-15,.,15,-23,15
CCOC(=O)C(NC(=O)Nc1ccc(F)cc1)(OCC)C(F)(F)F (centres undefined),7,7,6,-0.4,2,0.1,-11,2,-10,-7,13
COc1ccc(C(=O)Nc2cc(OC)c(Cl)cc2OC)cc1,-35,-72,-3,0.9,-6,-0.2,-46,-7,-9,-4,-99
O=C(COc1ncnc2sccc12)N1CCc2ccccc2C1,-3,5,-6,6.1,3,0.0,-14,11,-11,-7,-20
CCc1nnc(NC(=O)CSc2nc3cc4c(cc3cc2CC)OCCO4)s1,-16,11,-44,-0.8,2,0.3,-9,4,28,-40,10
COc1ccc(NC(=O)CSc2nc3c([nH]c4ccccc43)c(=O)n2C)c(OC)c1,33,6,0,-0.2,2,0.0,19,28,-11,-16,10
COC(=O)Nc1ncc(CN2CCc3ccccc3C2)s1,6,2,5,-2.3,-3,0.1,-12,-7,14,1,0
CCCOCc1ccc(O)c2ncccc12,57,42,-12,-0.5,4,-0.2,-33,69*,19,-12,1
O=C(NCC(c1ccco1)N1CCc2ccccc2C1)c1ccc(Br)cc1 (centres undefined),6,-2,17,-0.4,-2,0.0,-16,3,21,-5,1
Cc1ccc(C)c(S(=O)(=O)N2CCN(C(=O)Cc3ccccc3)CC2)c1,2,17,-4,-0.2,1,-0.1,-23,-9,3,9,14
CN(CC(=O)Nc1cccc(F)c1)C(=O)CNC(=O)Cc1cccc2ccccc12,-18,-3,0,-0.2,.,0.5,-12,13,-17,-15,1
COc1cccc(C2c3[nH]c4ccccc4c3CCN2Cc2cccc(C)n2)c1 (centres undefined),11,-3,1,-0.4,-4,-0.3,6,18,5,-4,18
CCC(c1nnnn1Cc1ccco1)N1CCC(C(N)=O)CC1 (centres undefined),4,6,-9,0.3,2,-0.1,4,1,-4,8,-8
NC(=O)[C@@H]1CCCN1Cc1c(C(=O)N2CCN(C3CCCCC3)CC2)nc2ccccn12,-9,4,-1,0.7,-1,0.4,13,9,3,16,9
Nc1nc(SCn2nnc3ccccc3c2=O)n[nH]1,-4,12,5,-0.7,5,-0.4,-24,2,-6,-9,-9
Cn1cccc1-c1cc(C(=O)N/N=C/c2cc(Br)ccc2O)[nH]n1,80,58*,-21,-0.7,0,0.3,-27,62*,4,7,3
CCN(CC(=O)Nc1ccc(N2CCOCC2)cc1)C(=O)c1ccc(C(F)(F)F)cc1,6,-3,8,-2.0,2,0.1,-15,8,8,-4,3
CSC1=N/C(=C\c2ccc(C)cc2)C(=O)S1,-5,1,-6,-5.0,-1,0.4,-9,10,-9,8,1
Cc1cccc(NC(=O)CN2C(=S)NC(C)(C)CC2C)c1C (centres undefined),-14,10,5,2.3,0,0.0,3,-13,-12,8,9
COc1ccccc1OCC(=O)NCc1nc(-c2ccccc2)no1,-6,6,-47,-0.5,-2,0.4,-33,3,20,-13,17
Cc1ccc(-n2nnnc2CNC(=O)c2ccc(Br)o2)cc1C,-30,-2,-3,-0.5,2,-0.3,-10,1,-12,-2,5
Nc1ccccc1SC1CC(=O)N(c2ccc3c(c2)OCCO3)C1=O (centres undefined),-51,-222,-11,-0.7,-5,-0.2,-112,-60,-9,-3,-228
O=C(Cc1ccc(-n2cccc2)cc1)NC1CCCCC1,-6,15,-8,0.2,3,-0.1,12,7,0,2,2
COc1ccc(Cn2nnnc2C(c2ccccc2OC)N2CCC(C(N)=O)CC2)cc1 (centres undefined),-8,-1,-7,-1.4,-2,0.1,1,11,0,5,17
CCc1nc2c(OCCn3cccc3)cccn2c1N(C)C(=O)CC(C)C,-14,9,18,6.3,.,0.1,43,.,-8,0,4
COC(=O)C(CC(=O)Nc1cc(C)ccc1C)Nc1ccccc1OC (centres undefined),9,10,8,5.1,-1,-0.2,-29,-8,15,-2,4
O=C(COC(=O)c1ccc([N+](=O)[O-])o1)NCCc1ccccc1,-13,14,-2,-0.5,.,-0.1,5,12,1,6,0
Cc1ccc(NC(=O)NC(=O)CN2C(=O)NC3(CCc4ccccc43)C2=O)c(C)c1 (centres undefined),2,22,0,-0.9,1,0.2,-9,7,-2,1,8
CCOC(=O)C1(C)CCCN(C(=O)COc2ccccc2)C1 (centres undefined),1,-9,12,5.8,.,0.9,10,.,-5,0,-4
O=C(N/N=C/c1ccncc1)c1cc([N+](=O)[O-])cc([N+](=O)[O-])c1O,-1,5,37,4.4,1,0.0,-16,2,-13,2,-1

# Full records as entered above:
# Cc1ccc(NC(=O)NC(=O)CN2C(=O)NC3(CCc4ccccc43)C2=O)c(C)c1 (centres undefined) as listed: Shn3 3UTR inh = 2; Peg3 promoter = 22; TWEAK-Fn14 inh = 0; hiPSC survival = -0.9; NR2E3 ag-1 = 1; aDG glyco act = 0.2; NR2E3 ag-2 = -9; TRPM1 prom inh = 7; CF NFkB inh = -2; KKLEB tox = 1; HIF-2a inh = 8
# CCN(CC(=O)Nc1ccc(N2CCOCC2)cc1)C(=O)c1ccc(C(F)(F)F)cc1 as listed: Shn3 3UTR inh = 6; Peg3 promoter = -3; TWEAK-Fn14 inh = 8; hiPSC survival = -2.0; NR2E3 ag-1 = 2; aDG glyco act = 0.1; NR2E3 ag-2 = -15; TRPM1 prom inh = 8; CF NFkB inh = 8; KKLEB tox = -4; HIF-2a inh = 3
# Nc1ccccc1SC1CC(=O)N(c2ccc3c(c2)OCCO3)C1=O (centres undefined) as listed: Shn3 3UTR inh = -51; Peg3 promoter = -222; TWEAK-Fn14 inh = -11; hiPSC survival = -0.7; NR2E3 ag-1 = -5; aDG glyco act = -0.2; NR2E3 ag-2 = -112; TRPM1 prom inh = -60; CF NFkB inh = -9; KKLEB tox = -3; HIF-2a inh = -228

# (more compounds)
SMILES,Shn3 3UTR inh,Peg3 promoter,TWEAK-Fn14 inh,hiPSC survival,NR2E3 ag-1,aDG glyco act,NR2E3 ag-2,TRPM1 prom inh,CF NFkB inh,KKLEB tox,HIF-2a inh
Cn1c(C2=C(O)CN(c3ccc4c(c3)OCCO4)C2=N)nc2ccccc21,6,-18,-11,-0.6,1,-0.2,-21,-4,-4,4,-61
Cc1cc(C)n(CC(O)COc2ccc(Cl)cc2Cl)n1 (centres undefined),-30,-62,-16,0.1,0,0.1,-55,-11,-4,-8,-126
COc1cc(/C=N/NC(=S)NCC2CCCO2)cc(OC)c1OC (centres undefined),4,12,-4,-0.7,-3,0.1,-35,10,-12,13,9
CCOC(=O)c1sc(NC(=O)CSc2nnnn2-c2ccc(C)cc2C)nc1C,23,23,-6,4.4,3,0.3,5,-4,19,-15,7
CC1(NC(=O)C23CC4CC(CC(C4)C2)C3)CCS(=O)(=O)C1 (centres undefined),-6,12,-4,2.7,0,-0.2,-5,-4,7,2,11
Cc1sc2nc(NCCO)[nH]c(=O)c2c1C,9,-3,-16,2.7,-1,-0.1,6,.,0,-7,-23
Cc1ccc2[nH]c(C)c(/C=N/Nc3nc4ccccc4s3)c2c1,-27,-9,60*,0.2,-1,-0.1,-43,17,-10,-12,-69
COc1ccccc1OCC(=O)NNC(=O)CSC(=S)N1CCCC1,-3,2,-1,-0.2,-3,0.0,-31,0,2,-8,-4
COc1ccc(NC(=O)CN(C)C2CCCCC2)cc1Cl,.,15,-23,-0.3,3,0.1,-14,-12,6,1,1
O=C(NN1C(=O)c2ccccc2NC12CCCCC2)c1ccccc1,-8,21,7,0.4,-2,-0.1,-31,-13,-4,4,-16
CC1CCN(C(=O)CSc2nc3ccccc3s2)CC1,-108,-233,1,-1.5,2,-0.1,-138,-36,-1,2,-214
C/C(O)=C(/C#N)c1nc2ccccc2[nH]1,-8,-5,31,2.4,-2,-0.1,-8,5,17,-3,9
COc1ccc(NC(=O)Nc2ccc3c(c2)C(=O)N([C@H](C)CO)C[C@H](C)[C@@H](CN(C)S(=O)(=O)c2cccs2)O3)cc1,1,1,2,-0.4,.,0.0,-46,0,-5,-15,-1
Nn1c(SCc2ccc(C(=O)O)cc2)nnc1-c1ccc(Cl)cc1Cl,13,-3,34,-0.5,.,-0.1,-76,6,19,-5,-21
CCOc1cc(CNc2ccc(N3CCN(C(C)=O)CC3)cc2)cc(Br)c1OC,22,7,4,-1.3,2,0.2,-7,-4,-13,5,9
CC(OC(=O)CCCN1C(=O)c2ccccc2C1=O)C(=O)Nc1ncc(Cl)cc1Cl (centres undefined),7,-13,15,-2.0,-2,0.1,-11,5,0,7,10

# Three records picked at random from the list so far, as already listed:
SMILES,Shn3 3UTR inh,Peg3 promoter,TWEAK-Fn14 inh,hiPSC survival,NR2E3 ag-1,aDG glyco act,NR2E3 ag-2,TRPM1 prom inh,CF NFkB inh,KKLEB tox,HIF-2a inh
CCOC(=O)c1sc(NC(=O)CSc2nnnn2-c2ccc(C)cc2C)nc1C,23,23,-6,4.4,3,0.3,5,-4,19,-15,7
COc1ccc(NC(=O)Nc2ccc3c(c2)C(=O)N([C@H](C)CO)C[C@H](C)[C@@H](CN(C)S(=O)(=O)c2cccs2)O3)cc1,1,1,2,-0.4,.,0.0,-46,0,-5,-15,-1
CC1CCN(C(=O)CSc2nc3ccccc3s2)CC1,-108,-233,1,-1.5,2,-0.1,-138,-36,-1,2,-214

# Outcome played no part in choosing rows; 4.4% or so of the library scored in one or more.
